Assay outcomes (PubChem BioAssay)
GC-A act – GC-A (human) enzyme activation. P16066. HEK293 GC-A cells, cGMP TR-FRET, EC30 ANP; 0% at EC30 ANP, 100% saturating ANP. activation, % at 10 µM. 370,000 compounds, 0.14% hits; in the data active = activation above about 40%
ABHD4 inh – inhibits mouse alpha/beta hydrolase domain 4; Q8VD66; purified mABHD4, FP-Rh probe fluorescence polarization; 370,000 compounds, 0.54% hits; inhibition, % at 8.92 µM;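 active = inhibition exceeding the mean over every tested compound plus 3 SD, cut at about 30% in these data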;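 also: 0% = plate median of compound wells and 100% = S159A mutant with DMSO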
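system = mouse ABHD4 enzyme, wild type | medium = HEPES pH 7.0, NaCl, Pluronic buffer | also added = FP-Rh probe | incubation = Enzyme–compound pre-incubation 45 min, then probe 60 min, both 25 °C | technique = fluorescence polarization, excitation 525 nm, emission 598 nm, BODIPY TMR filters | controls = S159A mutant high control, sample median low control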
HTRA1 inh – inhibitors of human serine peptidase HTRA1 | recombinant HTRA1, FP-rhodamine activity-based probe, fluorescence polarization | inhibition, % at 5.96 µM | 340,000 compounds, 0.5% hits; in the data active = inhibition above about 36%;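 also: 0% = enzyme with DMSO and 100% = wells lacking enzyme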
PRMT1 FP inh – blocks human protein arginine methyltransferase 1 | Q99873 | recombinant PRMT1, activity-based probe fluorescence polarization | inhibition, % at 2.79 µM | AID 652257 | 370,000 compounds, 1.3% hits;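 active = inhibition above about 21% made by adding two undisclosed values, limit read from the data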
rCAG binder – r(CAG) repeat RNA binding; TO-PRO-1 dye displacement fluorescence; inhibition, % at 3 µM; 370,000 compounds, 1.3% hits;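 active = inhibition above the plate cutoff, the mean of all test compounds on that plate plus 3 SD, cut at about 35% in these data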;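 also: 0% = DMSO alone and 100% = 100 µM mitoxantrone as full dye displacement; higher means more dye released from RNA so lower well fluorescence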
SIAE inh – inhibitors of human sialic acid acetylesterase SIAE; Q9HAT2; SIAE FP-Rh probe binding, fluorescence polarization; inhibition, % at 9.66 µM; 370,000 compounds, 0.69% hits; AID 1053197;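 active = inhibition above a cutoff: mean of compounds within the control limits plus 3 SD of those, cut at about 17% in these data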;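 also: 0% = plate median of compound wells and 100% = probe without SIAE protein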
TCR CD3 inh – human TCR-CD3 binding inhibition | TAMRA-labeled TCR probe fluorescence, biochemical | 360,000 compounds, 0.37% hits | inhibition, % at 9.4 µM; in the data active = inhibition above about 19%;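 also: recombinant mutant TCR 2C K166C tagged with TAMRA read by polarization; 0% = receptor in buffer alone and 100% = receptor with positive control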
MBD2 inh – MBD2-methylated oligo binding inhibition; Q9UBB5; 370,000 compounds, 0.31% hits; inhibition, % at 4.4 µM; TR-FRET, MBD2 binding to methylated oligonucleotide; AID 686964; in the data active = inhibition above about 13%
UHRF1 binding – UHRF1 methyl-DNA binding inhibition. Q96T88. UHRF1 binding to methylated oligo, TR-FRET. AID 687016. inhibition, % at 4.4 µM. 370,000 compounds, 0.75% hits; in the data active = inhibition above about 21%;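 also: UHRF1 SRA domain binding a hemimethylated CpG hairpin DNA probe; 0% = median of test compound wells and 100% = reference inhibitor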
GC-B act – GC-B (human) receptor activation; P20594; HEK293-GC-B cells, CNP EC30, cGMP TR-FRET; 0% at EC30 CNP, 100% saturating CNP; AID 1920062; 370,000 compounds, 0.11% hits; activation, % at 10 µM;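 active = activation at 10 µM reaching about 35% in either raw or pattern-adjusted values, limit read from the data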
Target sequence (P20594 whole entry, looked up): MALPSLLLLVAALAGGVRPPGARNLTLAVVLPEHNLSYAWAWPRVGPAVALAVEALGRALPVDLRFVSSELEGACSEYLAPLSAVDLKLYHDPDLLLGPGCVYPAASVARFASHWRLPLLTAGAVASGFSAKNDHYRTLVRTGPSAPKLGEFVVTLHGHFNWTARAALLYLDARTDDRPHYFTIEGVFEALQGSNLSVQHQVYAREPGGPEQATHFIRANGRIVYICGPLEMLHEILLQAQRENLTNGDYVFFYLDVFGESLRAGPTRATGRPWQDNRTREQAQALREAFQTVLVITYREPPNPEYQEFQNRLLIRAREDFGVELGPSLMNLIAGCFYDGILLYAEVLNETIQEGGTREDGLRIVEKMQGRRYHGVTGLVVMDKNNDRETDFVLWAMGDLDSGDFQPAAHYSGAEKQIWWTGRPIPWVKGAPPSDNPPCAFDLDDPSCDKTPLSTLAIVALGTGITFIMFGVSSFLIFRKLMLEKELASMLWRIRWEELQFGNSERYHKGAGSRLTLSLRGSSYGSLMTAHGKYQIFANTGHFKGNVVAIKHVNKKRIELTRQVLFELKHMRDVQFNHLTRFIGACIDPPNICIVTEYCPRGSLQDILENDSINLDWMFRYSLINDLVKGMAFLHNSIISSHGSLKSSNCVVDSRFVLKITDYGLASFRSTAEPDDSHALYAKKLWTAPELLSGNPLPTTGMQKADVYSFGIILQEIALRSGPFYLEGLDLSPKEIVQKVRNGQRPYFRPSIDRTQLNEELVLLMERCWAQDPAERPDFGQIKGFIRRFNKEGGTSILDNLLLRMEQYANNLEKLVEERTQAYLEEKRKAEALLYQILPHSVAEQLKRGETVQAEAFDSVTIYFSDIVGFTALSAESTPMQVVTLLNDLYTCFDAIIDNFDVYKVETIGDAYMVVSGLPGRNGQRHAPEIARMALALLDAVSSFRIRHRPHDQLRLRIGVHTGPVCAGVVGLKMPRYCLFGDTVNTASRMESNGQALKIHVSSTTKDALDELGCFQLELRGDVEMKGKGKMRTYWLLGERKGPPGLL
* hit, by the source's call; x = not tested or not shown.

SMILES	GC-A act	ABHD4 inh	HTRA1 inh	PRMT1 FP inh	rCAG binder	SIAE inh	TCR CD3 inh	MBD2 inh	UHRF1 binding	GC-B act
Clc1cccc(CNc2ccn3nc(-c4ccco4)cc3n2)c1	-4	-7	x	23*	7	6	-6	3	0	-8
CCC(C)(C)NC(=O)C(c1ccco1)N(C(=O)Cn1nnc2ccccc21)c1ccc2c(c1)OCO2 (stereo not given)	-2	1	-3	-3	-5	6	-1	-3	5	-7
CC(=O)c1c(C)[nH]c(C(=O)OCc2csc(CC(=O)Nc3ccccc3C)n2)c1C	-7	-9	-15	11	6	-6	-6	4	2	-5
CC1CCN(CCCNC(=O)c2cc3c(s2)-c2ccccc2OC3)CC1	-8	8	-4	0	4	3	-4	-1	-5	-9
O=C(CSc1nnnn1-c1ccc(Cl)c(C(=O)O)c1)NC(c1ccccc1)c1ccccc1	0	5	-1	4	27	-5	4	3	-1	2
CCOc1cc2c(cc1OCC)C(c1ccc(O)c(OC)c1)NCC2 (stereo not given)	-3	2	-2	-2	4	4	4	5	-2	-3
CCC(=O)Nc1ccc(OCc2nc3ccccc3s2)cc1	4	3	-9	14	5	-1	3	-2	-3	-1
O=C(C[C@H]1CC[C@H]2[C@@H](COC[C@H](O)CN2Cc2ccccc2)O1)NCCCN1CCOCC1	5	9	x	1	0	8	-3	-2	2	2
O=C(c1cccc(Br)c1)N1CCN(C(=O)N2CCCCC2)CC1	-1	-9	-5	4	-9	-2	-13	2	10	-1
CC(=O)c1cc(C#N)c(NCCCN(C)C)nc1C	4	1	9	-3	-1	8	5	2	2	-1
COc1ccc(C)cc1NC(=O)c1ccccc1NS(=O)(=O)c1cccc2cccnc12	-2	-2	2	0	8	8	-3	-6	0	1
Cc1ccc(C(=O)N2CCC3(CC2)NCCc2[nH]cnc23)cc1C	5	6	-10	0	0	16	2	-6	0	1
CC(C)CC(=O)N1CCN(Cc2cccc(Cl)c2)CC1	-2	4	4	-1	-2	3	-12	-1	1	0
O=C(O)Cc1ccc2oc(-c3ccccn3)nc2c1	6	-1	-1	0	2	-3	-2	3	1	2
Cc1ccc(S(=O)(=O)N2CCN(C(=O)COC(=O)c3ccc(Br)o3)CC2)c(C)c1	4	4	-7	4	-3	5	8	1	-3	2
CCC1CCCCN1C(=S)Nc1ccc(SC(F)F)cc1 (stereo not given)	2	9	3	-1	-3	4	1	4	0	2
Cc1ccc(C(=O)CSc2nc(N)cc(=O)[nH]2)cc1	1	6	0	3	2	-2	6	1	1	4
O=C(CSc1nnc(NC(=O)c2ccccc2[N+](=O)[O-])s1)NCC1CCCO1 (stereo not given)	-1	1	8	5	3	2	-1	3	0	1
CCCN(Cc1cc2cc(C)ccc2[nH]c1=O)C(=O)c1cccc([N+](=O)[O-])c1	-4	-1	1	0	-2	-1	2	1	1	-5
O=C(C1CCN(C2CC(=O)N(c3ccc(F)cc3)C2=O)CC1)N1CCOCC1 (stereo not given)	2	0	4	46*	-3	-9	1	-1	-2	2
COc1cccc(-c2nnc3sc(C4CCCCC4)nn23)c1	2	-2	-31	-3	-5	1	2	0	-1	-6
O=C(CSc1ccc2nnc(CCNC(=O)c3ccccc3)n2n1)NCc1ccc(F)cc1	1	2	5	-7	-4	-2	4	1	4	-3
COc1ccc2[nH]c(=O)c(CN(c3ccccc3OC)S(=O)(=O)c3ccccc3)cc2c1	-12	-1	-10	-3	7	-3	4	1	0	-7
Cc1c(OCC(F)(F)F)ccnc1CSc1nc2ccccc2[nH]1	4	-1	-17	1	-6	3	-6	2	0	-6
O=C(CC1SC(N2CCOCC2)=NC1=O)Nc1ccc(Cl)cc1 (stereo not given)	1	3	1	0	1	4	0	0	2	5
O=C(c1ccccc1)c1coc2c1C(=O)c1ccccc1C2=O	-1	5	31	14	2	-4	-6	6	9	7
O=C(O)c1sc2cccc(Cl)c2c1Cl	7	-15	5	-1	2	4	0	-2	-1	1
CC1(C(=O)N/N=C/c2ccccc2)CC1(Br)Br (stereo not given)	-1	-6	1	12	-1	-3	2	-1	1	7
CC(=O)N/C(=N\OCc1ccc(Br)cc1)c1nonc1NC(C)=O	2	2	-6	-3	3	-6	2	-7	0	-6
O=[N+]([O-])c1ccccc1/C=N/n1c(C(F)(F)F)n[nH]c1=S	-1	8	4	8	6	3	2	-1	-2	-9
CCc1nc2oc3cc(OC)ccc3c(=O)c2c(=O)n1-c1ccccc1	-4	-1	-5	-4	0	10	-11	1	-2	-5
CCCCCn1c(N2CCN(Cc3ccccc3)CC2)nc2c1c(=O)[nH]c(=O)n2C	-1	-1	1	4	-10	4	-3	-2	3	3
CCCCS(=O)c1c(O)c2ccccc2[nH]c1=O (stereo not given)	1	-10	9	22*	-2	5	-7	7	3	-3
O=C(COc1ccc2c(-c3ccccc3)cc(=O)oc2c1)NCc1cccs1	-15	-2	1	-1	1	0	2	3	7	-9
Cc1cc(=O)[nH]c(SCc2cccc3ccccc23)n1	-1	-1	-1	2	9	-5	-5	3	0	-1
CCOC(=O)Cc1csc(NC(=O)CSc2nnc3ccccn23)n1	3	-90	0	3	0	-1	-4	-9	32*	-1
Cc1ccc(NC(=O)CSc2nnc(CNC(=O)c3ccco3)o2)cc1Cl	-1	5	-2	3	2	2	-3	2	0	6
COc1ccc(NC(=O)C2CCCN(S(=O)(=O)c3c(C)n[nH]c3C)C2)cc1 (stereo not given)	-3	7	5	3	-3	2	-2	8	-1	4
CC(C)(C)C1CCC(=NNc2ccc(S(N)(=O)=O)cc2[N+](=O)[O-])CC1 (stereo not given)	-5	2	-4	5	9	0	3	-8	-6	2
COc1ccccc1NC(=O)CSc1nnc(CC(=O)Nc2ccccc2)n1C	2	-2	1	-1	-1	1	8	0	0	4
COC(=O)c1cc(C(=O)NCCCN2CCOCC2)cc([N+](=O)[O-])c1	0	-2	1	1	-2	-3	-6	-1	1	-5
O=C(O)c1cccc(S(=O)(=O)Nc2ccc(OCc3ccccc3)cc2)c1	-5	4	-12	5	41*	-7	2	0	-1	-2
C=C(C)CNC(=S)Nc1ccc(S(=O)(=O)Nc2cnc3ccccc3n2)cc1	-2	-10	5	0	19	7	4	1	0	0
COc1ccc(NC(=O)CSc2nnc(-c3cc(C)[nH]n3)n2N)cc1OC	1	3	8	0	-1	1	8	2	-1	1
Cn1c(=O)c2nc(-c3ccc(Cl)cc3Cl)oc2c2ccccc21	5	3	1	7	0	-4	-8	2	2	-3
CCn1c(SCC(=O)NCC2CCCO2)nnc1-c1ccccc1 (stereo not given)	2	-2	3	-1	-2	1	-5	-3	2	0
N#C/C(=C/c1ccc(N2CCCCCC2)o1)c1cccc(F)c1	3	15	10	18	20	9	-4	-1	0	-5
N/C(CSc1ccccn1)=N\OCc1c(Cl)cccc1Cl	-3	3	-7	-1	1	-5	1	3	3	2
CCC(NC(=O)Nc1ncccc1C)(C(F)(F)F)C(F)(F)F	-1	-1	-1	2	2	12	-1	-1	15	-7
O=C(Nc1ccccc1N1CCOCC1)c1ccc(N2CCOCC2)c([N+](=O)[O-])c1	3	2	-1	7	-6	1	-4	-6	0	2
COCCNC(=S)N/N=C/c1ccc(N2CCOCC2)cc1	-3	4	2	-2	-3	4	-5	4	-3	0
O=C(c1nnsc1S(=O)(=O)c1ccc(Cl)cc1)N1CCOCC1	7	-10	-6	7	-4	-5	7	-4	3	1
CC1(C)CC(=O)C2=C(C1)NC(SCC(N)=O)=C(C#N)C21CCCCC1	-3	5	4	6	2	2	-3	-3	2	1
O=C(/C=C/c1ccc([N+](=O)[O-])o1)NNC(=O)c1ccc(F)cc1	2	-5	-1	6	8	5	0	1	4	3
Cc1ccc(SCC(=O)Nc2cccnc2)cc1	6	2	-2	8	0	0	-7	2	1	0
COc1ccc(NC(=O)C(Cc2cc(C)cc(C)c2)C(C)C(=O)O)cc1 (stereo not given)	1	3	3	-3	2	1	-4	2	-1	6
COc1cc2c(cc1OC)C(C(=O)Nc1cc(OC)c(OC)c(OC)c1)C(c1cccnc1)N(C)C2=O (stereo not given)	0	4	1	-3	-1	5	6	-7	-2	4
C[C@H]1CN([C@@H](C)CO)C(=O)c2cc(NS(=O)(=O)c3ccc(Cl)cc3)ccc2O[C@@H]1CN(C)CC1CCCCC1	0	1	-11	-1	-3	12	6	5	11	2
O=C(NCC(=O)N1CCN(S(=O)(=O)/C=C/c2ccccc2)CC1)c1ccccc1F	-3	-6	0	-4	-2	2	4	3	-2	-6
CCCn1c(C2CC(=O)N(c3cc(OC)ccc3OC)C2)nc2ccccc21 (stereo not given)	-1	3	-3	-1	-3	4	1	-7	-3	-2

PRMT1 FP inh, what is marked active above
| Structure | GC-A act | ABHD4 inh | HTRA1 inh | PRMT1 FP inh | SIAE inh | TCR CD3 inh | MBD2 inh | UHRF1 binding | GC-B act |
| --- | --- | --- | --- | --- | --- | --- | --- | --- | --- |
| Clc1cccc(CNc2ccn3nc(-c4ccco4)cc3n2)c1 | -4 | -7 | x | 23* | 6 | -6 | 3 | 0 | -8 |
| O=C(C1CCN(C2CC(=O)N(c3ccc(F)cc3)C2=O)CC1)N1CCOCC1 (stereo not given) | 2 | 0 | 4 | 46* | -9 | 1 | -1 | -2 | 2 |
| CCCCS(=O)c1c(O)c2ccccc2[nH]c1=O (stereo not given) | 1 | -10 | 9 | 22* | 5 | -7 | 7 | 3 | -3 |

Next part.
SMILES	GC-A act	ABHD4 inh	HTRA1 inh	PRMT1 FP inh	rCAG binder	SIAE inh	TCR CD3 inh	MBD2 inh	UHRF1 binding	GC-B act
Cc1ccc2cc(C#N)c(NCCNC(=S)NCCCN(C)C)nc2c1C	3	-6	-14	-4	8	-3	-4	-2	3	-1
C[C@H]1Cn2nncc2Cn2c3ccccc3c(=O)n21	2	5	x	3	3	0	x	1	-1	2
C=CCn1c(SCC(=O)N(CC)CC)nc(O)cc1=O	0	4	-4	4	0	9	4	4	1	6
CCCCNc1nc2c(c(=O)[nH]c(=O)n2C)n1CCCc1ccccc1	7	1	4	-3	0	4	-5	3	0	3
COc1ccc(CC(=O)N2CCN(c3cccc(C)c3C)CC2)cc1	-5	3	-10	1	-3	-3	-1	16*	1	-1
C/C(CC(=O)NC12CC3CC(CC(C3)C1)C2)=N\NC(=O)c1ccc(F)cc1	1	3	4	2	2	-2	3	-1	-1	3
CCOC(=O)c1[nH]c(C(=O)O)c(CCC(=O)OC)c1C	3	11	7	-1	-3	0	1	4	-1	1
COc1ccc(-n2c(COc3cccc4cccnc34)nnc2SCC(=O)O)cc1	-2	-2	3	-1	5	3	2	1	-3	0
COc1cccc(N2CCN(C(=S)Nc3ccc(F)cc3)CC2)c1	1	0	-8	1	7	0	3	-1	4	4
CC(C)(C)C1CCc2c(C(=O)NNC(=O)/C=C/C(=O)O)csc2C1 (stereo not given)	2	-6	4	5	9	-7	-3	2	-4	1
CCCn1nc(C(=O)Nc2cccc(S(=O)(=O)N(C)c3ccccc3)c2)c2ccccc2c1=O	0	-2	-8	-5	3	-38	-1	-4	-3	3
Cc1ccc(OCC(=O)Nn2cnnc2)c(Br)c1	1	3	0	4	0	3	4	10	2	3

Not all compounds are listed. The share of hits here may be higher or lower than overall.
